# TrxR1 inh: blocks rat thioredoxin reductase 1; recombinant rTrxR1, NADPH fluorescence consumption, selenite substrate; Potency, µM (highest dose often 114 µM), for the others: at the highest dose activity change, negative = inhibition, most hits filed as inhibitors; actives 1% (n = 390,000); AID 588453; further: potency means the concentration at half of the fitted maximal effect; on the % scale 0 is the no-effect control and ±100 the full control effect; nearly all actives have a fitted effect of over 65% in size
# Target sequence (O89049 whole entry, looked up): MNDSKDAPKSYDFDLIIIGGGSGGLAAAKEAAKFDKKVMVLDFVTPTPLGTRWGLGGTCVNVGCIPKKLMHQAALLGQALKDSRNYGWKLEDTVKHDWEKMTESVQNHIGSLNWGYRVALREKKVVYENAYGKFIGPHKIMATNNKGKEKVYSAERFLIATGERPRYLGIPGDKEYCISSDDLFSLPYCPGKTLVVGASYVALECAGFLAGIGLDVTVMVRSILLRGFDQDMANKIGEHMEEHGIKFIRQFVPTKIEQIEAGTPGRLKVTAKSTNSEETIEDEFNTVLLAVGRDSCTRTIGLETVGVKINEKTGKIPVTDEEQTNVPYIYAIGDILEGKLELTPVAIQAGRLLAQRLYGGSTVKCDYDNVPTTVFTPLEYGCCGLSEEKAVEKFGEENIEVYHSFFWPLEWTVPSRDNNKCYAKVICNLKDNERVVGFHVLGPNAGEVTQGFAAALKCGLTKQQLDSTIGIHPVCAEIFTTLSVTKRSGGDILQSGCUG
#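 Rat TrxR1 (90 nM in the dispensed reagent) was pre-reduced with 400 uM NADPH for 5 min at room temperature, then incubated with compound for 15 min. After 400 uM selenite was added, NADPH fluorescence (Ex 340/Em 450 nm) was followed for 8 min.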
# RGS4 inhibitor: human RGS4 inhibition; P49798; Transcreener GDP fluorescence polarization, RGS4-accelerated GTP hydrolysis; Potency, µM (series often up to 114 µM), without a hit: at the highest dose activity change, negative = inhibition, most hits filed as inhibitors; actives 0.039% (n = 390,000); further: potency means the concentration at half of the fitted maximal effect; on the % scale 0 is the no-effect control and ±100 the full control effect; nearly all actives have a fitted effect of over 75% in size; some results filed as inactive show a strong effect at the top dose
#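 MLSMR compounds (23 nl, pin-transferred) preincubated 10 min at room temperature with a 500nM (2x) first reagent, then RGS4 at 900nM (2x) plus Transcreener GDP mix added; fluorescence polarization (620/688 nm) read before and after 90 min at 30 °C.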
# Vif-A3F inh: blocks the Vif interaction with APOBEC3F | HeLa A3F-eYFP + Vif (tagged APOBEC3F with the HIV-1 protein that degrades it), YFP fluorescence increase | Potency, µM (doses to about 46.1 µM), without a hit: at the highest dose activity, negative = active | actives 0.2% (n = 390,000) | AID 602313; further: potency means the concentration at half of the fitted maximal effect; % of control where 0% means no effect; nearly all actives have a fitted effect of over 65% in size
#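 HeLa cells stably expressing A3F-eYFP plus Vif, plated and incubated overnight at 37 deg C, then exposed to compounds overnight at 37 deg C. Blocked degradation read as raised yellow fluorescence (Ex 488/Em 500-530).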
# Glioma ERSR ind: induces the endoplasmic reticulum stress response in human glioma cells. actives 0.02% (n = 420,000). U87-MG GRP78 promoter luciferase reporter, 16 h. Potency, µM, for inactives: at the top dose activation, most hits filed as activators. AID 602332; further: potency means the concentration at half of the fitted maximal effect; series mostly up to about 76 µM; % of control where 0% means no effect; nearly all actives have a fitted effect of over 35% in size
#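 ERSR induction read as luciferase luminescence (Bright-Glo, 10 min at room temperature) in stably transfected human U87-MG glioma cells exposed to compounds for 16 h, using GRP78 as sensor.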
# TrxR1 substrate: rat thioredoxin reductase 1 substrate activity; purified TrxR1 substrate turnover, NADPH consumption readout; AID 588456; Potency, µM (highest dose often 114 µM), without a hit: top-dose activity change, negative = substrate turnover; actives 0.01% (n = 390,000); further: potency means the concentration at half of the fitted maximal effect; on the % scale 0 is the no-effect control and ±100 the full control effect; nearly all actives have a fitted effect of over 50% in size
#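 Rat TrxR1, dispensed at 90 nM, was prereduced with 400 uM NADPH (final) for 5 min at ~22 deg C, then incubated with compound 15 min before 400 uM selenite. A first-read NADPH fluorescence drop versus no-compound background flagged substrates.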
# USP1 inh: inhibitors of human USP1/UAF1 deubiquitinase | O94782 | recombinant USP1/UAF1, Ub-Rhodamine cleavage fluorescence | Potency, µM (highest dose often 57.1 µM), inactives show at the top dose activity change, negative = inhibition, hits mostly inhibitors | actives 0.23% (n = 390,000) | AID 743255; further: potency means the concentration at half of the fitted maximal effect; on the % scale 0 is the no-effect control and ±100 the full control effect; nearly all actives have a fitted effect of over 60% in size; inactives centre near -12
#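 Step one: compound is pinned into 1nM USP1/UAF1 in HEPES pH 7.8 buffer with TCEP. Step two: 15 min room-temperature incubation. Step three: Ub-Rho (150nM final) starts cleavage, tracked by fluorescence over six one-minute reads.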
# mIDH1 inhibitor: blocks human mutant IDH1 R132H enzyme | Potency, µM (series often up to 76.6 µM), for inactives: at the top dose activity change, negative = inhibition, usual class: inhibitors | actives 0.093% (n = 390,000) | O75874 | IDH1-R132H enzyme, NADPH consumption, diaphorase/resazurin fluorescence | AID 602179; further: potency means the concentration at half of the fitted maximal effect; on the % scale 0 is the no-effect control and ±100 the full control effect; nearly all actives have a fitted effect of over 65% in size
# Target sequence (O75874 whole entry R132H, stated change not applied): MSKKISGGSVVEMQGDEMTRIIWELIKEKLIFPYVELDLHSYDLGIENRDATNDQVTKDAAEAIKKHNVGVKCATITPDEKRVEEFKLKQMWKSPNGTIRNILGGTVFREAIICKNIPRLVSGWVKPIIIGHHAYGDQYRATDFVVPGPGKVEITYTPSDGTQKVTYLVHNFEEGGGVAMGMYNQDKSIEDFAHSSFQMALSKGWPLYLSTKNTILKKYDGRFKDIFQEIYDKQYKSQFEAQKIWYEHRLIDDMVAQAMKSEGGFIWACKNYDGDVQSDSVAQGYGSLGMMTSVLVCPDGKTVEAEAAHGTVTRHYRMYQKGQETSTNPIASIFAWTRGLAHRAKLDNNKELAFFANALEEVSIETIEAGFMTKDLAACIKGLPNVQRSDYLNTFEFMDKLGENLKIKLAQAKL
#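 IDH1-R132H (0.5 ug/mL dispensed) in pH 7.5 Tris buffer was preincubated 30 min with compound, then given a substrate mix of 0.016 mM NADPH and 2 mM alpha-KG for 80 min at room temperature; remaining NADPH was read by diaphorase/resazurin fluorescence.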
# Vif-A3G inh: inhibitors of Vif-APOBEC3G interaction; Q9HC16; HeLa A3G-eYFP + Vif (tagged APOBEC3G with the HIV-1 protein that degrades it), YFP fluorescence, overnight; Potency, µM (highest dose often 46.1 µM), for inactives: top-dose activity, negative = active, hits mostly inhibitors; actives 0.076% (n = 410,000); AID 602310;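 further: potency means the concentration at half of the fitted maximal effect; on the % scale 0 is the no-effect control and ±100 the full control effect; nearly all actives have a fitted effect of over 60% in size; hits raise eYFP signal because A3G escapes Vif-driven loss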
#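 Read-out is eYFP fluorescence (Ex 488/Em 500-530) from Vif-expressing HeLa A3G-eYFP cells; more signal means A3G escaped Vif-mediated degradation. Cells plated overnight, compound pinned in, incubated overnight at 37 deg C.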
# LDHA block: LDHA (human) enzyme inhibition. AID 1347041. actives 0.15% (n = 480,000). purified LDHA, NADH/diaphorase-resazurin fluorescence; active compounds read low. activity change, % (values are at about 110 or 230 µM). P00338; in the data active means activity change below about -30%; inconclusive means mostly about -25% to -30%;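 further: plate controls were DMSO wells for no effect and wells without enzyme for full effect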
#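 Human LDH5 at 2 nM final in Tris HCl pH 7.4 with 0.06 mM NADH and 0.2 mM pyruvate, reacted 5 minutes at room temperature. Remaining NADH coupled via diaphorase/resazurin; resorufin fluorescence read at 0 and 20 minutes, normalized to enzyme-free and DMSO wells.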
# * = called active by the depositor; ? = inconclusive; . = no result given; & = joins results of further samples; [ ] = dose if it differs, or a comment. Unless noted, the call rests on the fitted dose curve; in most records, active means well fitted curve in the direction sought with a large enough effect; inconclusive means small, poorly fitted or top-dose-only effect, or another doubt; inactive means no such curve, though single readings can be large; an effect the other way counts as inactive or inconclusive. An excerpt (hit frequency here may not be typical).
Structure	TrxR1 inh	RGS4 inhibitor	Vif-A3F inh	Glioma ERSR ind	TrxR1 substrate	USP1 inh	mIDH1 inhibitor	Vif-A3G inh	LDHA block
CC1(C)C2CCC1(CS(=O)(=O)N1CCC(C(N)=O)CC1)C(=O)C2 (stereo not given)	10%	-8%	7%	-4%	-2%	-22%	10%	-1%	-4
O=C1CCC(CCC(=O)N2CCCC(C(=O)c3ccc4c5c(cccc35)CC4)C2)=NN1 (stereo not given)	20%	20%	-14%	-4%	30%	5%	3%	-9%	-3
Cc1ccc2c(c1)CCCN2C(=O)c1cccs1	13%	16%	-2%	-3%	9%	-17%	1%	-13%	1
CC1CC2(CCCCC2)Nc2ccc3ccccc3c21 (stereo not given)	-8%[57.1 µM]	-13%	-3%	5%	23%[57.1 µM]	3%	1%	1%	2
N#Cc1c(C(F)(F)F)cc(-c2cccs2)nc1SCC(=O)Nc1ccccc1F	0%	1%	-8%	-3%	50%[activator]	-3%	8%	-15%	-8
COc1ccc(-n2c(Cc3cccn3C)nnc2SCC(=O)N2CCC(C)CC2)cc1	18%	-16%	-8%	-2%	7%	-15%	-2%	-4%	-4
COc1ccc(-c2noc(CC(=O)Nc3cc(OC)ccc3OC)n2)cc1	30%	17%	-1%	-5%	0%	?	0%	-2%	-15
CCOC(=O)C1CCCN(c2c(NCCc3ccc(Cl)cc3)c(=O)c2=O)C1 (stereo not given)	11%	18%	-13%	-5%	-4%	5%	-12%	2%	-5
O=C(NCCc1c[nH]c2ccccc12)c1ccco1	10%	28%	0%	-6%	-1%	-21%	10%	-7%	-2
CN(c1ccc(C(=O)N2CCN(Cc3ccc4c(c3)OCO4)CC2)cc1)S(=O)(=O)c1ccccc1	6%	25%	-14%	0%	-3%	-10%	-2%	3%	-8
COc1ccc(CC(=O)Nc2ccc(-c3ccc4nnc(C)n4n3)cc2)cc1OC	12%	-10%	0%	4%	11%	-10%	2%	-2%	-7
Cc1cc(C)cc(NC(=O)c2sc3nc(-c4cc5ccccc5oc4=O)[nH]c(=O)c3c2C)c1	2%	-2%	?	-4%	-7%	6%	24%	3%	8
CC(C)(C)c1ccc(C(=O)Nc2nnc(C3=COCCO3)o2)cc1	-13%	4%	?	-1%	-14%	-16%	5%	0%	4
CCCCn1cnc2cc(NCc3ccc(OCC)cc3)ccc21	-1%	-13%	-6%	0%	0%	-3%	12%	1%	23
CCCCCCN1C[C@H](O)[C@@H](n2cc(C3CC3)nn2)C[C@@H]1c1ccccc1	.	.	-15%	-5%	.	1%	2%	3%	3
CN(C)c1ccc(S(=O)(=O)N2CCCCC2)cc1NC(=O)CCNC(=O)c1ccccc1Cl	27%	5%	10%	-4%	3%	-22%	5%	0%	-3
CCCc1cc(C(N)=O)c(NC(=O)C2CCCO2)s1 (stereo not given)	-10%	?	1%	-1%	5%	-16%	7%	1%	3
O=C(CSc1c2c(nc3cc(Cl)ccc13)CCCC2)N1CCN(c2ccccc2F)CC1	5%	1%	1%	-9%	-2%	-19%	18%	0%	1
O=C(O)Cn1nnc(COc2ccccc2)n1	6%	4%	-1%	-3%	-5%	-12%	-2%	0%	-10
CC1=C(c2ccc(C(C)C)cc2)S(=O)(=O)NC1=NCc1ccccc1C	11%	15%	-2%	-5%	0%	-13%	-5%	0%	0
C=CCNc1nc2ccccc2nc1NS(=O)(=O)c1ccc(OC)cc1	-25%	-2%	-8%	-3%	25%	-4%	-14%	1%	-2
Cc1nnc(SCC(=O)Nc2cc(Cl)ccc2Cl)n1CC1CCCO1 (stereo not given)	8%[57.1 µM]	3%	-1%	-5%	8%[0.0914 µM]	0%	-12%	3%	-12
O=C(CSCC(=O)N1CCOCC1)Nc1nc(-c2ccc3c(c2)OCO3)cs1	21%[57.1 µM]	10%	2%	3%	7%[57.1 µM]	-8%	11%	0%	-7
Cc1ccc2oc3nc(C)c(C(=O)Nc4cccc(C(F)(F)F)c4)cc3c(=O)c2c1	33%	27%	8%	6%	6%	-4%	6%	-1%	-17
COC(=O)NCC(c1ccco1)N1CCN(c2ccccc2)CC1 (stereo not given)	21%	9%[11.4 µM]	-6%	-7%	2%	-8%	-5%	-4%	-2
Cc1ccc(NC(=O)C2CCCN(S(=O)(=O)c3cccc4nsnc34)C2)cc1C (stereo not given)	-6%	-5%	-3%	-3%	-13%	?	-6%	3%	2
Cc1cccc(C)c1NC1=NC(=S)N(c2ccc(N(C)C)cc2)C1(C)C	0%	14%	6%	3%	1%	-6%	-3%	0%	-2
CC(Oc1cc(C(F)(F)F)cc(C(F)(F)F)c1)C(=O)NC(N)=O (stereo not given)	1%	35%	3%	-5%	-10%	-4%	7%	0%	1
CN(C)c1oc(-c2ccc(OCc3ccc(Cl)cc3)cc2)nc1C#N	40%[activator]	12%	0%	-2%	46%[activator]	-2%	1%	0%	-7
CCCCn1c(N)c(N(CC(C)C)C(=O)c2cccc(S(=O)(=O)N3CCCCC3)c2)c(=O)[nH]c1=O	20%	-6%	1%	-2%	-3%[57.1 µM]	-3%	-3%	0%	-7
c1csc(CNCc2ccncc2)c1	21%	-8%	3%	-2%	7%	-18%	10%	6%	-2
CC(C)(C)NC(=O)CN(C(=O)CCC(=O)Nc1nccs1)c1cccc(C(F)(F)F)c1	5%	-24%	-1%	-4%	2%	-5%	14%	-4%	0
Cc1ccc(NC(=O)Nc2nnc(SCC(=O)N3CCCCC3)s2)cc1	-1%[57.1 µM]	-4%	1%	0%	-6%[57.1 µM]	-19%	6%	12%	0
CC(=O)NC(Cc1cc(C)ccc1C)C(=O)N1CCN(C(=O)c2ccc(Br)cc2)CC1 (stereo not given)	-11%	7%	1%	-5%	-12%	-14%	3%	-2%	-6
Cc1ccc(N2CCN(C(=O)c3c(C)oc4nc(C)nc(N5CCCC5)c34)CC2)c(C)c1	-2%	-4%	-4%	-1%	-6%	-17%	-3%	2%	9&-6
CCNC(=O)NC(=O)C(C)OC(=O)c1oc2ccc(OC)cc2c1C (stereo not given)	29%	13%	-7%	1%	26%	1%	2%	0%	-8
Cc1ccc(C2=NCCn3c2c2ccccc2[n+]3[O-])cc1	-11%	7%	3%	5%	-6%	-6%	-3%	1%	-1
S=C(NC1CCCCC1)NN(c1ccccc1)c1ccccc1	-8%	21%	3%	-2%	-11%	-22%	-1%	-3%	-7
COc1cc(CCC(=O)OCC(=O)N(CC(C)C)C2CCS(=O)(=O)C2)cc(OC)c1OC (stereo not given)	12%	13%	-11%	0%	2%	-9%	3%	-1%	-1
O=C(CCCN1C(=O)/C(=C/c2cccs2)SC1=S)Nc1cccc(O)c1	-19%	-5%	11%	3%	-14%	-23%	-12%	1%	-3
O=C(CSc1nc2[nH]ncc2c(=O)[nH]1)N1CCCCC1	10%[57.1 µM]	25%	5%	-5%	11%[57.1 µM]	-8%	8%	0%	-2
Cn1c2ccccc2c(=O)c2ccc(C#Cc3ccccn3)cc21	27%[57.1 µM]	?	-19%	-1%	25%[57.1 µM]	?	-10%	-16%	-1
COc1ccc(-c2csc(NC(=O)C3=COCCO3)n2)c(OC)c1	1%	-8%	?	10%	-1%	-4%	-4%	-5%	0
CCCCOP(=O)(c1ccc(N(C)C)cc1)C(O)c1ccc(OC)cc1 (stereo not given)	-15%	7%	-4%	-4%	-5%	-17%	0%	1%	-7
CCOC(=O)c1cccc(NC(=O)C2(S(=O)(=O)c3ccc(Cl)cc3)CC2)c1	3%[57.1 µM]	-20%	2%	-2%	-24%[57.1 µM]	-20%	4%	-8%	0
COc1ccc(NC(=O)Nc2nnc(N3CCCCC3C)s2)cc1OC (stereo not given)	-7%	-11%	-2%	-1%	2%	-9%	3%	-5%	4
COCCN(C(=O)COC(=O)/C=C/c1cccc(C(F)(F)F)c1)c1c(N)n(CC(C)C)c(=O)[nH]c1=O	22%[57.1 µM]	-8%	-27%	-3%	14%[57.1 µM]	-20%	2%	-2%	-6
O=C(N/N=C(/CC(=O)c1cccs1)C(F)(F)F)c1ccc(O)cc1	-50%	-32%	9%	0%	-20%[57.1 µM]	-24%	-3%	0%	2
CCCNC(=O)CN(Cc1ccco1)S(=O)(=O)c1ccc(OCC)cc1	11%	-1%	4%	-2%	3%	-1%	4%	2%	-4
Cc1ccnc(NC(=O)c2ccc(S(=O)(=O)c3ccccc3)cc2)c1	24%	-1%	-2%	-2%	0%	-2%	5%	2%	-3

# 2 entries drawn at random from those above, as already listed:
Structure	TrxR1 inh	RGS4 inhibitor	Vif-A3F inh	Glioma ERSR ind	TrxR1 substrate	USP1 inh	mIDH1 inhibitor	Vif-A3G inh	LDHA block
O=C(CSc1nc2[nH]ncc2c(=O)[nH]1)N1CCCCC1	10%[57.1 µM]	25%	5%	-5%	11%[57.1 µM]	-8%	8%	0%	-2
Cn1c2ccccc2c(=O)c2ccc(C#Cc3ccccn3)cc21	27%[57.1 µM]	?	-19%	-1%	25%[57.1 µM]	?	-10%	-16%	-1
